CendR NRP1 mod: NRP-1/CendR interaction modulation. FAM-RPARPAR peptide binding to NRP-1, fluorescence polarization. inhibition, % at 25 µM. actives 0.85% (n = 360,000);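 active means inhibition or corrected inhibition above about 18%, plus a signal ratio from 0.5 to 1.5, limit read from the data, passing the limit was not always enough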; further: strong numbers were not always called active
MT1-MMP act inh: MT1-MMP (human) activation inhibition | P50281 | HT1080 RFP-PRO-GFP cells, GFP/RFP ratio fluorescence, overnight; percent of plate control window, DMSO zero | GFP/RFP ratio change, % at 20 µM | actives 0.061% (n = 360,000);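 active means GFP/RFP ratio change of at least 30% with cell ATP level not reduced by more than half and red fluorescence within 50% of control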; further: strong numbers were not always called active
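Assay system: HT1080 cells carrying an RFP-PRO-GFP reporter | Dosing: Single dose of 20 µM compound, 1% DMSO final | Incubation: Cells overnight before dosing, compound overnight, 37 °C, 5% CO2 | Evaluation: GFP/RFP fluorescence ratio | Control set: DMSO and RFP-L50D-GFP cell wells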
SUMO1 PPI mod: alters human SUMO1 binding to SIM partners; P63165; SUMO1 binding to a labelled peptide, TR-FRET, 1 h; inhibition, % at 20 µM; actives 0.33% (n = 360,000); AID 602429; in the data active means inhibition above about 37%
LMPTP block: LMPTP (human) inhibition; P24666; inhibition, % at 20 µM; recombinant LMPTP-A, OMFP fluorogenic substrate, fluorescence intensity; actives 0.22% (n = 360,000); AID 651560;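 active means compounds that cut the enzyme signal by at least half of the control window in the single-dose screen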;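 further: plate controls were DMSO wells with enzyme plus substrate for no effect and substrate without enzyme for full effect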
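Test system – LMPTP-A phosphatase enzyme · Quantity – 0.625 nM LMPTP-A final · Reagent – OMFP substrate, 400 µM final · Dosing – one test concentration per compound, 20 µM, with 3% DMSO overall · Timing – 50 min enzyme reaction at room temperature, protected from light · Detection – fluorescence intensity · Controls – substrate-only low control, DMSO enzyme-plus-substrate high control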
NadD block: inhibitors of Staphylococcus aureus NadD. purified NadD enzyme, colorimetric absorbance read-out. inhibition, % at 20 µM. actives 0.78% (n = 360,000). AID 602399; in the data active means inhibition above about 26%; further: some compounds past the cut are filed as inactive
STEP block: STEP (human) phosphatase inhibition; P54829; recombinant STEP, OMFP fluorogenic substrate, fluorescence; inhibition, % at 20 µM; actives 0.25% (n = 360,000); AID 588621;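 active means inhibition at 20 µM, scaled per plate between control wells, above about 37%, limit read from the data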;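 further: 0% = DMSO with enzyme and substrate and 100% = substrate only without enzyme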
Target sequence (P54829 whole entry, looked up): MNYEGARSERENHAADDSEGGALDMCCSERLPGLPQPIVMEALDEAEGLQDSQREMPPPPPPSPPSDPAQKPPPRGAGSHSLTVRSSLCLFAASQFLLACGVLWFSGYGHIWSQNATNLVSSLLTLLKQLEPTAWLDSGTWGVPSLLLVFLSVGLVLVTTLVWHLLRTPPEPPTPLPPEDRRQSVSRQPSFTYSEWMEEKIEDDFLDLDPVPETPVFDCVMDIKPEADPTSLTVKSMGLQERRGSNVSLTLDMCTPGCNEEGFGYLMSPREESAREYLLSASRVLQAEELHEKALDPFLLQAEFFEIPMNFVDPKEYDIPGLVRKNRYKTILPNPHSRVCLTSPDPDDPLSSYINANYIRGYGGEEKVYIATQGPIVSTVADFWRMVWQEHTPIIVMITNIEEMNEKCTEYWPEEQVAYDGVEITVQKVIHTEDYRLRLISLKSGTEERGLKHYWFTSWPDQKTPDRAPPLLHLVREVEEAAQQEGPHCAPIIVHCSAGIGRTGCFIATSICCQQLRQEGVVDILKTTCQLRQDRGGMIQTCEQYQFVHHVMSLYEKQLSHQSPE
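Measure: Control-normalized % inhibition with plate pattern correction | Test system: STEP phosphatase, cell-free reaction | Medium: pH 6.0 Bis-Tris with DTT and Tween 20 | Technique: Fluorescence, 480/540 nm | Times: Reaction 20 min, ambient temperature | Doses: Single compound dose of 20 µM, 1% DMSO final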
Rpn11 block: blocks the human proteasome subunit Rpn11. calls only at 20 µM. O00487. AID 588493. actives 0.59% (n = 360,000). human 26S proteasome, Ub4-pepOG fluorescence polarization; 20S core pre-blocked with epoxomicin;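 active means inhibition at 20 µM, scaled to each plate's controls, above about 33%, limit read from the data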
Target sequence (O00487 whole entry, looked up): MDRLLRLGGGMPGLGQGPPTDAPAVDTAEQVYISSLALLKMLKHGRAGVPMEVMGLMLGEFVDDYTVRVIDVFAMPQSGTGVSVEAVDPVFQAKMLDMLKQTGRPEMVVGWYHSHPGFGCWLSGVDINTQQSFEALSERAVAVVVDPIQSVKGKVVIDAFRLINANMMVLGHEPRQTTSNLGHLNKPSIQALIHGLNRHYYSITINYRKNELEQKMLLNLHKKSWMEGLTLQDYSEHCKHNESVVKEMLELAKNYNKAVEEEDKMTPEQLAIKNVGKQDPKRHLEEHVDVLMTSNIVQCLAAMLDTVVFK
DNMT1 block: DNMT1 (human) enzyme inhibition | actives 0.83% (n = 360,000) | DNMT1 molecular beacon, Hinp1I cleavage, fluorescence | P26358 | inhibition (reported as % activation of signal), % at 10 µM; in the data active means inhibition above about 50%
Scp1 inh: Scp-1 (human) phosphatase inhibition. actives 0.88% (n = 340,000). Recombinant Scp1, phosphopeptide, malachite green phosphate absorbance. inhibition, % at 20 µM. AID 493091;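 active means inhibition above about 50% at 20 µM, limit read from the data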;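 further: plate controls were DMSO wells with enzyme for no effect and wells lacking enzyme for full effect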
Target sequence (Q9GZU7 76-261 limits assumed): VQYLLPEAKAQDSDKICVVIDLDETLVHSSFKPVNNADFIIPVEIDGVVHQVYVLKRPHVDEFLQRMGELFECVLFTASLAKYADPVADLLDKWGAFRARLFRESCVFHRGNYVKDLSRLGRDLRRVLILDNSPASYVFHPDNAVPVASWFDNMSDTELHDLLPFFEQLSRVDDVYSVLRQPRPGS
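Test system: SCP-1 phosphatase catalytic domain, residues 76-261 | Compound dosing: One concentration, 20 µM, with 1.0% DMSO | Schedule: 45 min room-temperature reaction, 5 min colour, 30 min stabiliser | Detection: Absorbance at 630 nm | Read-out basis: % inhibition of SCP-1 phosphate liberation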
SKN-1 inh: C. elegans SKN-1 inhibition. AID 624304. inhibition, % at 21.8 µM. C. elegans VP596 Pgst-4::GFP/RFP ratio, acrylamide-induced, 24 h. actives 0.49% (n = 360,000);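 active means interference check ratio from 0.5 to 1.5 plus GFP to RFP signal ratio inhibition reaching or exceeding a fixed threshold, cut at about 30% in these data, passing the limit was not always enough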; further: some compounds called inactive have numbers as strong as hits
* = called active by the depositor; i = inactive; · = not tested or not shown.

Structure	MT1-MMP act inh	Rpn11 block	NadD block	STEP block	SKN-1 inh	DNMT1 block	Scp1 inh	SUMO1 PPI mod	CendR NRP1 mod	LMPTP block
Oc1ccc(/C=N/Nc2nn3cnnc3c3ccccc23)cc1	7	i	-6	0	-8	-1	-9	-1	7	1.3
CCOc1cc(C2NN=C(c3ccccc3)S2)ccc1OCc1ccccc1Cl (stereo not given)	-5	i	-1	2	-1	3	0	2	3	1.1
CCOC(=O)C(=Cc1c[nH]c2ccc(S(=O)(=O)N(C)C)cc12)C(=O)OCC	9	i	-5	-2	0	4	-15	-4	0	-1.0
CCCCN(C(=O)c1c(CC)noc1C)c1c(N)n(CCCC)c(=O)[nH]c1=O	0	i	-5	-3	-6	-1	-5	2	0	-0.6
CCCOc1cc(C)c(S(=O)(=O)N2CCN(C)CC2)cc1C	-3	i	-8	-4	-3	-6	-2	-3	17	-1.3
O=C(NC(Cc1ccccc1)C(=O)O)/C(=C/c1ccc(Br)cc1)NC(=O)c1ccc(Br)o1 (stereo not given)	0	i	-3	-1	-10	0	2	-7	-7	-1.8
CCc1ccc(N(C(=O)CNC(=O)c2ccco2)C(C(=O)NCC2CCCO2)c2ccccc2)cc1 (stereo not given)	-4	i	-7	-3	-14	1	-5	0	10	-1.3
Cc1ccc(-n2nc3c(=O)n(CCCC(=O)NCc4ccccc4F)nc(C)c3c2C)cc1	7	i	-1	-1	1	-1	-2	7	3	-0.8
CC(=O)N1c2ccc(S(=O)(=O)N3CCC(C(=O)Nc4cccc(C)n4)CC3)cc2CC1C (stereo not given)	13	i	0	0	1	0	1	1	-8	-0.5
O=C(CNC(=O)c1ccccc1F)N/N=C/c1cccs1	2	i	-1	1	-16	2	9	-9	-5	-0.1
N#Cc1cc([N+](=O)[O-])ccc1Oc1cccc(/C=N/NC(=O)c2cccc(Cl)c2)c1	5	i	18	3	4	18	-5	-15	7	2.3
COc1ccc(N/N=C(\C#N)C(=N)N2CCOCC2)cc1	-2	i	-5	-1	1	-3	-5	5	-10	-0.2
CCOC(=O)c1cc(OC(=O)c2cccc([N+](=O)[O-])c2)n(-c2ccccc2)n1	0	i	-2	-3	5	2	6	-16	7	-0.9
Nc1c(Cl)ncnc1NCc1ccccc1	2	i	-2	2	5	0	-6	3	12	-0.8
O=C(COc1ccccc1F)NNC(=O)Cn1c(=O)cnc2ccccc21	3	i	2	0	10	-1	-1	9	18	-0.4
NC1=NC[C@H](Cc2ccccc2)N1CCCCC1CCCCC1	-2	i	3	3	1	25	14	-51	10	-0.1
COc1ccc(C2Nc3ccccc3C(=O)N2c2ccc(F)cc2)cc1Cn1nnc2ccccc21 (stereo not given)	8	i	0	0	6	-1	-4	2	-13	1.0
CC(C)CCNc1ncnc2c1nnn2Cc1ccccc1Cl	-2	i	5	-2	7	-1	2	4	4	-0.3
Cc1nn(Cc2ccc(Cl)cc2)c(C)c1NC(=O)c1cc(C(C)C)on1	-2	i	-2	2	-4	0	-1	4	13	2.0
Cc1sc2ncnc(SCC(=O)N3CCC(c4noc5ccc(F)cc45)CC3)c2c1C	-2	i	-3	1	-9	-1	-8	0	-2	2.4
COc1ccc(-n2nc(C(=O)NCC(=O)NC(C)C)c3ccccc3c2=O)cc1Cl	0	i	-1	0	18	1	5	-22	7	-0.7
COc1ccc(S(=O)(=O)N2CCCOC2CNC(=O)C(=O)NCCc2ccco2)cc1C (stereo not given)	-9	i	-2	0	5	0	-7	1	-8	0.8
N/C(=N\OC(=O)c1ccco1)c1cccnc1	-3	i	-1	4	12	5	-6	1	10	-1.9
O=C(NC(=S)NNC(=O)c1ccccc1F)c1cccnc1	1	i	5	0	15	2	4	0	4	2.7
CCC1CCCCN1CCCNC(=O)c1ccc2c(=O)n(Cc3ccc(OC)cc3)c(=O)[nH]c2c1 (stereo not given)	6	i	-5	-1	7	-5	-10	3	8	-0.4
O=C(CCN1CCc2ccccc2C1)Nc1ccc(F)c(F)c1	2	i	-5	-4	0	2	4	3	-3	-3.1
COc1ccc(/C=N/NC(=O)C2c3ccccc3-c3ccccc32)cc1	-1	i	-7	4	4	0	-2	5	-5	1.0
COC(=O)C1=C/CCCN(C(c2ccccc2)c2ccccc2)/C=C\1C(=O)OC	-2	i	1	1	5	-1	·	7	-5	1.1
Cc1ccc(NC2CCCN(C(=O)CCC(=O)c3ccccc3)C2)cc1C (stereo not given)	-1	i	0	-3	-2	-6	1	0	24	0.2
CCN(CC)S(=O)(=O)c1ccc(N2CCN(S(=O)(=O)c3ccc4c(c3)OCCO4)CC2)nc1	-8	i	5	0	-6	-3	9	0	5	2.4

Arranged by formula weight (ascending): some entries from above.
Structure	MT1-MMP act inh	Rpn11 block	NadD block	STEP block	SKN-1 inh	DNMT1 block	Scp1 inh	SUMO1 PPI mod	CendR NRP1 mod	LMPTP block
NC1=NC[C@H](Cc2ccccc2)N1CCCCC1CCCCC1	-2	i	3	3	1	25	14	-51	10	-0.1
Cc1ccc(NC2CCCN(C(=O)CCC(=O)c3ccccc3)C2)cc1C (stereo not given)	-1	i	0	-3	-2	-6	1	0	24	0.2
CCC1CCCCN1CCCNC(=O)c1ccc2c(=O)n(Cc3ccc(OC)cc3)c(=O)[nH]c2c1 (stereo not given)	6	i	-5	-1	7	-5	-10	3	8	-0.4

The list goes on:
Structure	MT1-MMP act inh	Rpn11 block	NadD block	STEP block	SKN-1 inh	DNMT1 block	Scp1 inh	SUMO1 PPI mod	CendR NRP1 mod	LMPTP block
Cc1noc(C)c1S(=O)(=O)N1CCC(C(=O)N2CCN(C(=O)c3ccco3)CC2)CC1	-7	i	3	-3	6	1	-5	-1	3	-0.7
CCCS(=O)(=O)c1c(S(=O)(=O)CCC)c2c(N)cccn2c1C(=O)c1ccc(F)cc1	-14	i	12	1	12	-7	-9	-8	-29	0.8
O=C(COC(=O)c1ccccn1)NCc1ccccc1Cl	2	i	-1	-3	12	0	4	4	-1	-0.5
COc1ccccc1CNC(=O)C1CCCN(S(C)(=O)=O)C1 (stereo not given)	-1	i	12	-2	1	2	-9	1	2	-1.5
CC(=O)Nc1ccc(NC(C)=O)c(NC2OCC(O)C(O)C2O)c1 (stereo not given)	1	i	-1	0	2	-2	-7	-5	1	-0.7
CC(C)c1ccc(CSc2ccc(S(=O)(=O)N3CCOCC3)cn2)cc1	2	i	-5	-2	-9	-5	-8	-2	10	-0.2
Cc1c(NC(=S)NC(=O)CCc2ccccc2)c(=O)n(-c2ccccc2)n1C	-2	i	7	1	8	2	-2	-4	1	-1.0
COc1ccc(-c2cn3c(C)c(C(=O)N4CCc5ccccc5C4)sc3n2)cc1	-1	i	-2	-3	21	-7	6	5	6	3.2
CCOC(=O)C1=C(COC(=O)C(C)(C)Oc2ccc(Cl)cc2)NC(=O)NC1C (stereo not given)	3	i	-3	-3	5	3	-6	4	3	-0.3
O=C(Cc1ccc(NC(=O)C2CCN(C(=O)c3ccccc3)CC2)cc1)Nc1ccc(C(=O)N2CCOCC2)cc1	3	i	4	-4	12	6	-12	-2	-5	-2.3
CCOC(=O)[C@@H]1[C@H]2COc3cc(OC)ccc3[C@@H]2N2C(=O)N(c3ccccc3)C(=O)[C@@]12C	-1	i	-4	1	7	-1	-6	4	14	-0.8
O=C(CSc1nnc(-c2ccncc2)o1)NCc1ccccc1Cl	-1	i	4	-3	-22	13	-1	-2	12	-1.0
Cc1cc(C)c(NC(=O)c2cccc3c2C(=O)N(C2CCCCC2)C3)c(C)c1	-17	i	0	5	-5	-6	-5	0	2	6.5
Nc1c(Br)cc(Br)c(N2CCCC2=O)c1Br	2	i	6	-2	7	1	1	-2	-1	-3.1
CC(=O)Nc1ccc(S(=O)(=O)N2C3CCCC2CC(NC(=O)C2CCCCC2)C3)cc1 (stereo not given)	-4	i	-4	-1	5	-5	-12	-3	6	-0.3
Nc1ccccc1OCP(=O)(c1ccccc1)c1ccccc1	0	i	-2	-4	2	1	-6	0	4	-2.7
COc1cc(C)nc(-c2csc(C)n2)n1	-1	i	-5	-1	-5	1	-11	-1	5	-1.1
C[C@H](CO)N1C[C@H](C)[C@H](CN(C)S(=O)(=O)c2cccc(F)c2)Oc2ncc(-c3cccc(C(=O)N(C)C)c3)cc2C1=O	0	i	5	0	-1	6	·	3	-9	-0.9
COc1cc(CC(NC(C)=O)C(=O)NC2CCN(c3c(Cc4ccccc4)c(C)nc4ncnn34)CC2)cc(OC)c1 (stereo not given)	-2	i	6	3	0	5	-7	0	-16	-2.1
O=C(Nc1oc2ccccc2c(=O)c1-c1ccc(Br)cc1)c1ccco1	1	i	18	0	20	-7	-4	-3	-12	0.8
O=C(CCN1C(=O)C2C3C=CC(C4CC34)C2C1=O)Oc1ccccc1 (stereo not given)	-1	i	-5	0	-4	-1	-3	-1	-9	-2.1
CCn1c2c(c(=N)c3c1CCC3)CCCC2	4	i	-5	-1	-7	-2	-10	4	16	-1.1

Look-ups from the list:
Entry of COc1cc(C)nc(-c2csc(C)n2)n1 in NadD block: -5
Entry of Nc1ccccc1OCP(=O)(c1ccccc1)c1ccccc1 in SUMO1 PPI mod: 0
Entry of O=C(Nc1oc2ccccc2c(=O)c1-c1ccc(Br)cc1)c1ccco1 in MT1-MMP act inh: 1

Entries of single compounds as entered above.
Nc1c(Br)cc(Br)c(N2CCCC2=O)c1Br across the screens: MT1-MMP act inh = 2; Rpn11 block = i; NadD block = 6; STEP block = -2; SKN-1 inh = 7; DNMT1 block = 1; Scp1 inh = 1; SUMO1 PPI mod = -2; CendR NRP1 mod = -1; LMPTP block = -3.1
CCC1CCCCN1CCCNC(=O)c1ccc2c(=O)n(Cc3ccc(OC)cc3)c(=O)[nH]c2c1 (stereo not given) across the screens: MT1-MMP act inh = 6; Rpn11 block = i; NadD block = -5; STEP block = -1; SKN-1 inh = 7; DNMT1 block = -5; Scp1 inh = -10; SUMO1 PPI mod = 3; CendR NRP1 mod = 8; LMPTP block = -0.4
CCN(CC)S(=O)(=O)c1ccc(N2CCN(S(=O)(=O)c3ccc4c(c3)OCCO4)CC2)nc1 across the screens: MT1-MMP act inh = -8; Rpn11 block = i; NadD block = 5; STEP block = 0; SKN-1 inh = -6; DNMT1 block = -3; Scp1 inh = 9; SUMO1 PPI mod = 0; CendR NRP1 mod = 5; LMPTP block = 2.4

Screens as filed in PubChem.
